FECH block: inhibitors of human ferrochelatase, primary screen, biochemical, purified FECH, Ni-mesoporphyrin absorbance; calls only at 10 µM (by protocol); actives 3.3% (n = 20,000); Ni-mesoporphyrin absorbance 550 nm;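 active means enzyme reaction rate more than 3 SD below the solvent-only control wells on the same plate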;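 further: lower slope than DMSO wells means FECH inhibition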
Target sequence (P22830 whole entry, looked up): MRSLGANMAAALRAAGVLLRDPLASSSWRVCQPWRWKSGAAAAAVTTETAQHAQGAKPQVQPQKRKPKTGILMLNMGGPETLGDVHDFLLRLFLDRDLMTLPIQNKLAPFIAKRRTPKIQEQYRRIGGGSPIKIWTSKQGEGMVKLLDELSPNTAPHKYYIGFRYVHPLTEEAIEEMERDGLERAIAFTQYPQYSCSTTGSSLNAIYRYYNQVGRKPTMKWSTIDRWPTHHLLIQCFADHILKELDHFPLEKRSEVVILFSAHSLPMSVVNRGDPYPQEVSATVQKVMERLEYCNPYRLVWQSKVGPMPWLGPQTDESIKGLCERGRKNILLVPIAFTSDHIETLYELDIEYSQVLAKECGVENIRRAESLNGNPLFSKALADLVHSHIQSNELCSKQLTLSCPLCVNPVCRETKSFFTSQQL
Calls only; i = inactive; + = active, no number. An excerpt (hit frequency here may not be typical).

compound,FECH block
CN1CCN2C[C@@H](NC(=O)Cc3cc4c(cc3Cl)OCCO4)C[C@H]2C1,i
COc1ccc2cc(CN3CCN([C@H]4CCCC[C@@H]4O)CC3)c(=O)[nH]c2c1,i
COCC(C)C1CCN(C/C=C/c2ccco2)CC1 (stereo not given),i
CCCN1C(=O)c2ccccc2CC1(C)C(=O)NC1CCC(C)CC1 (stereo not given),i
Cc1ccc(-n2c(CN3CCN(S(=O)(=O)c4cc(F)cc(F)c4)CC3)nc3cccnc32)cc1,+
COc1ccc(Nc2cc(C)nc(Nc3ccc(NC(=O)C(C)(C)C)cc3)n2)cc1,i
CCC(CO)Nc1nc(SC)nc(-c2ccccc2)c1C#N (stereo not given),i
O=C1CCCCCN1Cc1nc(C2(c3ccc(F)cc3)CCOC2)no1 (stereo not given),i

Other records.
compound,FECH block
Cc1cccc(-c2nc3nc(CN4CCCCC4C)cc(=O)n3[nH]2)c1 (stereo not given),+
COc1cc(-c2ncnc3scc(C)c23)cc(OC)c1OC,i
CCCCNc1nc(Nc2cccc(C)c2)c2cnn(-c3ccccc3)c2n1,i
O=C(CCN1CCCC(Cc2cccnc2)C1)Nc1nnc(C2CC2)s1 (stereo not given),i
CC(C)(CO)N(Cc1ccccn1)C(=O)c1cc2ccccc2s1,i
Cc1cccc(CN2C(=O)c3oc4ccccc4c3OCC2(C)C(=O)NC2CCCC2)c1 (stereo not given),i
CCSc1ncc(CN2CCCC3(CCN(C(=O)C(C)(C)C)C3)C2)cn1 (stereo not given),i
CCOc1ccccc1C(=O)Nc1ccccc1Sc1cc(CC)nc2nc(C)nn12,i

Further results
compound,FECH block
Cc1cc(N2CCCC2)nc(Nc2ccc(NC(=O)C(C)(C)C)cc2)n1,i
NC(=O)c1ccccc1-c1cccc2ccccc12,i
CNc1ncccc1C(=O)N(Cc1sccc1C)C1CCCC1,i
CC(C)c1cc(C(=O)NCCS(=O)(=O)N(C)C)on1,i
CCOc1ccc(CC(=O)Nc2cccc(N3CCCS3(=O)=O)c2)cc1,i
CN(Cc1cccc2cccnc12)c1ncnc2nc[nH]c12,i
OC1CCN(c2ccnc(-c3cccc4[nH]ccc34)n2)C1 (stereo not given),i
Cc1nc(CN2CCOc3c(O)cc(-c4ccccc4C)cc3C2)co1,i

Carrying on.
compound,FECH block
COc1ccccc1C(=O)Nc1ccc(C)c(OCc2cc(=O)n3cccc(C)c3n2)c1,i
CN(Cc1nc2ccccc2[nH]1)C(=O)c1ccc(Cn2cnnn2)cc1,i
Cn1c(=O)c2sccc2n2c(CCC(=O)NCCc3ccc(S(N)(=O)=O)cc3)nnc12,i
Cc1cc(N2CCOCC2)nc(N2CCN(S(C)(=O)=O)CC2)n1,i
COc1nc2ccccc2nc1SCC(=O)NCCc1ccc(S(N)(=O)=O)cc1,i
COC(=O)c1cccc(NS(=O)(=O)c2cc(N3C(=O)CCS3(=O)=O)ccc2C)c1,i
CCC1CN(C(=O)c2ncc(F)cc2F)CCC(=O)N1Cc1ccccc1 (stereo not given),i
COc1cccc(OC)c1-c1cc(C2CCN(CC3CCCC3)C2)ccn1 (stereo not given),i

(listing goes on)
compound,FECH block
CCc1ccc(NC(=O)c2cc(-c3ccc(OC)c(S(N)(=O)=O)c3)n[nH]2)cc1,i
COCCCNC(=O)CSc1nc(-c2cccc(Cl)c2)nc2cc(=O)[nH]n12,i
COc1ccc(Cn2c(CNS(=O)(=O)c3ccccc3Cl)nc3cccnc32)cc1,i
CN(Cc1nc(-c2ccco2)no1)Cc1cn[nH]c1-c1ccc(F)cc1,i
CC1CCN(S(=O)(=O)c2ccc3c(c2)CCN3C(=O)CCC(=O)N2CCCCCC2)CC1,i
CCOC(=O)c1ccccc1NC(=O)Cn1c(=O)c2cnc(-c3ccccc3)nc2n(C)c1=O,i
O=C(CNCC(O)c1ccccc1Cl)NCc1ccccc1F (stereo not given),i
C=CCC(C)(C)CN1CCC(C(=O)N2CCCC2)CC1,i

Later entries:
compound,FECH block
OCc1ccc(-c2nccn2CCC2=CCCCC2)o1,i
CC1(C)CNC(=O)c2nc(C3(COc4ccccc4)CC3)[nH]c2C1,i
CCC1CN(C(=O)Cc2nc3nc(C)cc(C)n3n2)CCN1 (stereo not given),i
CCCNC(=O)c1[nH]cnc1C(=O)NC1CCCCNC1=O (stereo not given),i
CCOCC(=O)N1CCc2c(nc(N(C)C)nc2N(C)C)C1,i
CCOc1ccccc1C(=O)Nc1cc(C)nn1-c1ncnc2c1cnn2-c1cccc(Cl)c1,i
NCC1CCN(Cc2ccnc3ccccc23)C1 (stereo not given),i
Cc1ccccc1S(=O)(=O)N1CCC(n2c(C(F)(F)F)nc3cccnc32)CC1,i

Next section
compound,FECH block
Cc1nc(NCCN2CCCCC2CO)cc(C(C)C)n1 (stereo not given),i
Cc1cc(NC(=O)c2ccc(C(C)(C)C)cc2)n(-c2ncnc3c2cnn3-c2cccc(C)c2C)n1,i
Cc1cc2c(cc1S(=O)(=O)N1CCCC1C(=O)N1CCc3ccccc31)OCC(=O)N2 (stereo not given),+
COc1ccc(C2C=C(c3ccccc3)Nc3nc(N4C(=O)c5ccccc5C4=O)nn32)cc1 (stereo not given),i
Cc1nc2sccn2c1C(=O)N(Cc1ccccn1)CC1CCCO1 (stereo not given),i
CCCc1cc(=O)n2[nH]c(CNc3cccc(C(F)(F)F)c3)nc2n1,+
COCCN1CCCC(O)(CN2CCN(c3nc4ccccc4o3)CC2)C1=O (stereo not given),i
O=c1c2c(nc3nc(CNc4cccc(Cl)c4)[nH]n13)CCC2,+

Part of the list above in another layout:
FECH block,Compound
i,CCOc1ccccc1C(=O)Nc1ccccc1Sc1cc(CC)nc2nc(C)nn12
i,COCCN1CCCC(O)(CN2CCN(c3nc4ccccc4o3)CC2)C1=O (stereo not given)
i,CCC1CN(C(=O)c2ncc(F)cc2F)CCC(=O)N1Cc1ccccc1 (stereo not given)
i,OCc1ccc(-c2nccn2CCC2=CCCCC2)o1

Among those listed so far, seven contain fluorine:
compound,FECH block
Cc1ccc(-n2c(CN3CCN(S(=O)(=O)c4cc(F)cc(F)c4)CC3)nc3cccnc32)cc1,+
O=C1CCCCCN1Cc1nc(C2(c3ccc(F)cc3)CCOC2)no1 (stereo not given),i
CCC1CN(C(=O)c2ncc(F)cc2F)CCC(=O)N1Cc1ccccc1 (stereo not given),i
CN(Cc1nc(-c2ccco2)no1)Cc1cn[nH]c1-c1ccc(F)cc1,i
O=C(CNCC(O)c1ccccc1Cl)NCc1ccccc1F (stereo not given),i
Cc1ccccc1S(=O)(=O)N1CCC(n2c(C(F)(F)F)nc3cccnc32)CC1,i
CCCc1cc(=O)n2[nH]c(CNc3cccc(C(F)(F)F)c3)nc2n1,+

Following part.
compound,FECH block
FC(F)Sc1ccc(Nc2nc(N3CCCC3)nc3c2cnn3-c2ccccc2)cc1,i
COc1ccc(-n2c(CN)n[nH]c2=O)cc1Cl,i
Cc1ccc2[nH]c(CN3CCCC3c3cc(C(C)C)on3)nc2c1C (stereo not given),i
CCOc1ccc(S(=O)(=O)N2CCC(n3c(C)nc4cccnc43)CC2)cc1,i
COc1ccc(NC(=O)C2CCN(c3ncnc4c3nc3n4CCCCC3)CC2)cc1,i
CN(C)S(=O)(=O)NCc1nc2cccnc2n1Cc1ccc(F)cc1,i
CC(=O)c1cccc(NC(=O)Cn2c(C(=O)OC(C)C)cc3ccsc32)c1,i
CCc1ccc(Cn2c(CNS(C)(=O)=O)nc3cccnc32)cc1,i

(more compounds)
compound,FECH block
CC(C)Cc1ncc2c(n1)CN(C(=O)c1ccc(Cn3ccnc3)o1)C2,i
Cc1cc(C)c(S(=O)(=O)N2CCN(Cc3nc4cccnc4n3-c3cccc(F)c3)CC2)c(C)c1,i
COc1ccc(NCc2cc(=O)n3[nH]c(NCc4ccc(F)cc4)nc3n2)c(OC)c1,i
Cc1cccn2c(CNC(=O)CCC(=O)NC3CCCC3)cnc12,i
O=c1cc(CNc2ccccc2)nc2nc(NCc3ccccc3)[nH]n12,i
COc1ccccc1NC(=O)Nc1nc(CC(=O)NC(C)(C)C)cs1,i
CCSc1ncc(-c2c(-c3ccccc3)ncn2Cc2cccnc2)cn1,i
Cc1ccc(CN2CCC(CNC(=O)c3ccc(CN4C(=O)CCn5nccc54)cc3)CC2)cc1,i

New compounds follow.
compound,FECH block
COCCc1noc(CN2CCC(c3ccccc3C(=O)O)C2)n1 (stereo not given),i
Cc1cccnc1CN(C)Cc1nccn1C,i
CCCc1nnc2sc(-c3c(C)nc4ccccn34)nn12,i
CCCc1nc2nc[nH]n2c(=O)c1NC(=O)Nc1ccccc1Br,i
Cc1ccc(CN2CCCN(CC(=O)NCCCc3ccccc3)S2(=O)=O)cc1,i
CCc1nc2cccnc2n1CCN1CCNCC1,i
CCCCOc1ccc(C(=O)Nc2cccc(N3CCCS3(=O)=O)c2)cc1,i
COc1ccc(CC(=O)NCCn2c(-c3ccccc3)nc3cccnc32)c(Cl)c1,i

Later entries
compound,FECH block
COc1ccccc1CNC(=O)CN1C(=O)CN(C)C(=O)c2ccccc21,i
Cc1cc(N2CCOCC2)nc(N2CCN(S(=O)(=O)c3cccc(F)c3)CC2)n1,i
CCCCNC(=O)CSC1=NS(=O)(=O)c2ccccc2N1CC,+
Cc1ccccc1CN1CC(=O)N(Cc2ccc(Cl)cc2)c2ccccc2S1(=O)=O,i
O=C(NCc1ccco1)C1CCN(c2ccc(-c3ccc(Br)s3)nn2)CC1,i
CC(C)C(=O)N1CCC(CNc2nccc(CCC(F)(F)F)n2)CC1,i
COC(=O)CC1=CC(=O)N(CC(=O)Nc2ccc3c(c2)OCO3)c2ccccc2N1,i
O=C(O)c1cccnc1N1CCc2onc(-c3cccc(F)c3)c2C1,i

More compounds:
canonical_smiles,FECH block
Cc1cccc(-c2nnc(-c3nc(NCCN4CCCC4)c4ccccc4n3)o2)c1,i
Cc1ccccc1-c1cc(N2CCN(S(=O)(=O)c3cnn(C(F)F)c3C)CC2)ncn1,i
Oc1ccc(F)cc1CN(CCN1CCOCC1)Cc1ccco1,i
Fc1cccc(Nc2nc(N3CCOCC3)nc3c2cnn3-c2ccccc2)c1,i
CC(c1ccncc1)N(C)Cc1cccc2nonc12 (stereo not given),i
Cc1ccc(NCc2cc(=O)n3[nH]c(NCc4ccc(F)cc4)nc3n2)cc1Cl,i
O=C(O)C1(CCCc2ccccc2)CCCN(c2cnccn2)C1 (stereo not given),i
Cc1ncc2c(=O)n(Cc3ccc(F)cc3)c(=O)n(C)c2n1,i
Cc1cc(Nc2ccccc2)nc(Nc2ccc(NC(=O)C3CCCCC3)cc2)n1,i
COc1ccc(N2C(=O)CCS2(=O)=O)cc1S(=O)(=O)N1CCN(c2ccccn2)CC1,i

The listing continues.
canonical_smiles,FECH block
Cc1ccc(NC(=O)Cc2csc(NC(=O)Nc3cccc(Cl)c3)n2)c(C)c1,i
CCc1cnc(C)nc1N1CCC(NS(C)(=O)=O)CC1,i
Cc1cccc2c(CCNC(=O)[C@H](N)c3ccccc3)c[nH]c12,i
Cc1ccccc1Cn1cc(C(=O)Nc2ccccc2C)ccc1=O,i
CC(C)Cc1cc(C(=O)N2CC[C@@H](c3ccc(F)cc3)[C@H](O)C2)nc(N)n1,i
O=C(OC1CCCC1)c1ccc(NC(=O)C2COCCO2)cc1 (stereo not given),i
O=C(O)c1cc(Br)cc(S(=O)(=O)NCc2ccco2)c1,i
CC(C)CN(CC(C)C)c1ncc(NS(=O)(=O)c2ccc(Cl)s2)cc1C(=O)O,i
COc1ccccc1C(=O)N(Cc1nc2nc(C)cc(C)n2n1)c1cccc(Cl)c1,i
CC(C)CCNS(=O)(=O)c1cc(C(=O)N2CCCC2)cs1,i

The list goes on:
canonical_smiles,FECH block
CCc1ccccc1NCc1cc(=O)n2[nH]c(NCc3ccc(OC)cc3)nc2n1,i
CC1CC(C)CN(CCNC(=O)C2CCN(c3ncnc4c3nc3n4CCCCC3)CC2)C1 (stereo not given),i
Cc1ccc(N2CC(NC(=O)c3cccs3)CC2=O)cc1C (stereo not given),i
Cc1nc(-c2cccc(-c3ccc(C(C)N4CCOCC4)cc3)c2)no1 (stereo not given),i
Cc1noc2ccc(CN3CCC(c4cc(CC(=O)O)[nH]n4)CC3)cc12,i
CC(C)c1cc(C2CCN(C(=O)CCn3cnc4ccccc4c3=O)CC2)[nH]n1,i
O=C(O)c1ccccc1-c1nccc(C2CCCC2)n1,i
c1ccc(-c2ncn(CCCc3cccnc3)c2C2CCOC2)cc1 (stereo not given),i
Cc1cccc(CN(Cc2ccccc2)Cc2ncc[nH]2)n1,i
Cc1cccc(Cn2c(CNS(=O)(=O)c3ccc([N+](=O)[O-])cc3)nc3cccnc32)c1,i

(cont.)
canonical_smiles,FECH block
Cc1ccc(-c2nnc(CNCC3CCCN(S(C)(=O)=O)C3)o2)n1C (stereo not given),i
CNc1ncccc1C(=O)N(CC#Cc1ccccc1)C1CCCC1,i
CCNc1ncc(CN2CCCN(C(=O)c3ccco3)CC2)cn1,i
CCOc1ccc(-c2ccnc(N(CC)CC)n2)cc1C(=O)O,i
COc1ccc2cc(C3CN(c4ccc(C(=O)N(C)C)cn4)CCO3)ccc2c1 (stereo not given),i
COCC(C)NCCSc1ncn[nH]1 (stereo not given),i
CNC(=O)C1CCC(Cn2c(=O)c3sccc3n(CC(=O)Nc3ccc(C)c(C)c3)c2=O)CC1 (stereo not given),i
NCC1Cc2cc(-c3ccc4sc(N)nc4c3)cc(Cl)c2O1 (stereo not given),i
C=Cc1ccc(Cn2c(=O)c3cnc(-c4ccc(C)cc4)nc3n(C)c2=O)cc1,i
Cc1c(-c2ccccc2F)[nH]c2ccc(CNC(=O)C(C)n3ccnc3)cc12 (stereo not given),i
CC(Cn1cncn1)C(=O)NCc1cccnc1-n1cnc2ccccc21 (stereo not given),i

Sorted by number of heavy atoms (smallest number first): 5 of the compounds above
canonical_smiles,FECH block
COCC(C)NCCSc1ncn[nH]1 (stereo not given),i
NCC1Cc2cc(-c3ccc4sc(N)nc4c3)cc(Cl)c2O1 (stereo not given),i
CNc1ncccc1C(=O)N(CC#Cc1ccccc1)C1CCCC1,i
CC(Cn1cncn1)C(=O)NCc1cccnc1-n1cnc2ccccc21 (stereo not given),i
Cc1c(-c2ccccc2F)[nH]c2ccc(CNC(=O)C(C)n3ccnc3)cc12 (stereo not given),i

Bioassay records from PubChem BioAssay.
